Compound activity deposited in PubChem BioAssay by The Scripps Research Institute Molecular Screening Center.
MITF inh = human MITF inhibition, primary screen; O75030; AlphaScreen MITF homodimerization, bead proximity signal; 650,000 compounds, 0.91% hits; inhibition, % at 2.6 µM; in the data active = inhibition above about 50%;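 note: 0% = vehicle wells with protein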
Target sequence (O75030 whole entry, looked up): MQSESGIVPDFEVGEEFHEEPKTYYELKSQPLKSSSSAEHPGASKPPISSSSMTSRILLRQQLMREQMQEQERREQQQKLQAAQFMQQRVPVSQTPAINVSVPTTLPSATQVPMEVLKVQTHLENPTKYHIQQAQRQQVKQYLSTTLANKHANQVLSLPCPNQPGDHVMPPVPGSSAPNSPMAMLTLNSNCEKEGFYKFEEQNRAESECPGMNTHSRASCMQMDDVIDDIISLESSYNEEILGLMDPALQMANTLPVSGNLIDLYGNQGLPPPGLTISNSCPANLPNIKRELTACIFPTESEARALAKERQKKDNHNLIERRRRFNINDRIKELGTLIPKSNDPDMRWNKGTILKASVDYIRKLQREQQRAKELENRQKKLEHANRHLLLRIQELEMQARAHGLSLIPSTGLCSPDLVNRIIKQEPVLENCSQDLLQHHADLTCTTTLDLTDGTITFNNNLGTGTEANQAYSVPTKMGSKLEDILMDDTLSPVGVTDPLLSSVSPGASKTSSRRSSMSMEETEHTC
TEAD-YAP inh = TEAD-YAP interaction inhibition | inhibition, % at 9.12 µM | HEK-TIYL cells, TEAD-Gal4/YAP UAS-luciferase luminescence | AID 1259422 | 640,000 compounds, 1.4% hits; in the data active = inhibition above about 32%;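 note: 0% = median of test compound wells and 100% = reference inhibitor wells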
GPR151 ag = activates the human receptor GPR151; Q8TDV0; PathHunter beta-arrestin GPR151 cells, luminescence; activation, % at 11.2 µM; 650,000 compounds, 1% hits; in the data active = activation above about 4.9%;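 note: 0% = median of compound wells and 100% = cells with positive control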
Target sequence (Q8TDV0 whole entry, looked up): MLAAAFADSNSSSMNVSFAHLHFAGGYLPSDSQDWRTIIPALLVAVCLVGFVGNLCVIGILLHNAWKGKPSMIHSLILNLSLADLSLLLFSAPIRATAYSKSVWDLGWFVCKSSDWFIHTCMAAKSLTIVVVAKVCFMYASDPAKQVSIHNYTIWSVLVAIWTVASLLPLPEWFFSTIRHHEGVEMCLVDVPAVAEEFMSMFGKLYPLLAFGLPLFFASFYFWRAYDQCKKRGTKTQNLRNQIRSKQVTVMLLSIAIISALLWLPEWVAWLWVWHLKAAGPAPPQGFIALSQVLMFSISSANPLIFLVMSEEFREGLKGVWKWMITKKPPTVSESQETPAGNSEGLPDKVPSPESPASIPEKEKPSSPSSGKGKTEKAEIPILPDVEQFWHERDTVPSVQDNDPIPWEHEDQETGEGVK
FBW7 activator = human FBW7 E3 ligase activation, primary screen; Q969H0; AlphaScreen FBW7–phospho-cyclin E peptide binding, activator screen; normalized activity (activation), % at 26.1 µM; 650,000 compounds, 0.13% hits; AID 1259310; in the data active = normalized activity above about 1.9%;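 note: purified mutant Fbw7 with reduced substrate affinity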
Starred values were filed as active, the others as inactive; / = not tested or not shown; & = joins results of further samples. Rows are unselected; about 3.4% have a hit in one of these screens.

The line under a structure holds: MITF inh	TEAD-YAP inh	GPR151 ag	FBW7 activator
1	CCOC(=O)c1sc2nc(SCC#N)n(CCC3=CCCCC3)c(=O)c2c1C
  7	1	-0.1	0.4
2	CCS(=O)(=O)c1cc([N+](=O)[O-])c(Sc2ccccc2N)s1
  -16	76*	0.0	-0.3
3	COc1cc(NC(=O)c2ccc(CNc3nc(=S)[nH]c4ccccc34)cc2)cc(OC)c1OC
  0	-4	0.3	-0.1
4	N/C(=N\N=C\c1cccc([N+](=O)[O-])c1)c1ccccn1
  -2	43*	-3.7	-0.5
5	Cc1ccnc(NC(=S)NC(=O)c2ccccc2Cl)c1
  18	-45	2.2	0.6
6	O=[N+]([O-])c1ccc(N2CCN(S(=O)(=O)c3ccc(F)cc3)CC2)c(Cl)c1
  1	-2	2.5	-0.4
7	CSCc1c(C(=O)OCc2nnc(-c3ccc([N+](=O)[O-])cc3)o2)oc2ccccc12
  4	-6	-2.0	0.7
8	CCOc1ccc(/C=C2/C(=N)N3OC(C)=CC3=NC2=O)cc1OC
  16	1	-0.3	0.3
9	COc1ccc(NC(=O)C2CCC(Cn3c(=S)[nH]c4ccccc4c3=O)CC2)c(OC)c1 (stereo not drawn)
  -2	-6	-1.2	0.0
10	O=C1OCCC1Sc1nnc(-c2ccc(Br)cc2)o1 (stereo not drawn)
  2	14	-0.9	-0.2
11	CC1CC(C)CN(S(=O)(=O)c2ccc(C(=O)Nc3nc4c(cc5c6c(cccc64)CC5)s3)cc2)C1 (stereo not drawn)
  10	-2	0.3	0.0
12	CC1=CC(=N/C(=N\S(=O)(=O)c2ccccc2)c2ccccc2)C=C(C)C1=O
  12	-1	1.0	-0.1
13	O=[N+]([O-])c1ccc(N2CCN(CCO)CC2)c2ccncc12
  -5	-4	-0.1	-0.1
14	COc1ccc(OC)c(NC(=O)c2c(NCc3cccc(OC)c3OC)sc3c2CCCCC3)c1
  1	12	1.1	-0.2
15	CCn1c(SCC(=O)NC(C)(C)C)nnc1-c1ccccc1
  15	5	-0.3	-0.1
16	CCC(=O)Nc1sc2c(c1-c1nc3ccccc3s1)CCN(C(C)=O)C2
  2	8	1.5	0.1
17	CCOC(=O)C1=C(C)NC2=C(C(=O)CC(C)(C)C2)C1c1cc(Cl)c(O)c(OC)c1 (stereo not drawn)
  0&14	9&7	-1.1&-0.2	-0.1&0.4
18	COc1ccc(/C=N/NC(=O)Cc2ccccc2)c(OC)c1
  -1	-17	0.2	0.3
19	CC(c1ccccc1)N1CC(C(=O)NC2CCCCC2)CC1=O (stereo not drawn)
  -4	0	0.8	-0.2
20	COc1ccc2c(c1)CC(C(=O)Nc1ccc(-c3ccnc(N)n3)cc1O)CO2 (stereo not drawn)
  19	10	1.0	0.1
21	CCc1ccccc1Nc1cnn(C23CC4CC(CC(CC(=O)O)(C4)C2)C3)c(=O)c1Cl
  2	1	1.8	0.2
22	CCC(C)NCCCOc1ccc(C)cc1 (stereo not drawn)
  14	4	0.4	0.0
23	O=C(NCCOc1ccccc1)c1cnc(Nc2ccncn2)s1
  -1	0	1.2	0.1
24	CCS(=O)(=O)Nc1cccc(N2CCC(NCCCN3CCc4ccccc43)CC2)c1
  -6	-8	0.6	-0.1
25	CCCCCOc1ccc(/C=C/C(=O)Nc2ccc(OC)cc2OC)cc1OC
  -2	-13	-1.6	-0.8
26	Cc1ccc2[nH]c(=O)c(CN(CCCO)C(=O)N(C(C)C)C(C)C)cc2c1
  -4	-8	0.7	-0.4
27	CC(=O)c1cc(-c2ccccc2)n(CC(=O)N2CCN(C3CCCC3)CC2)c1C
  -2	7	1.2	0.0
28	CCOc1ccc(C(=O)Nc2ccc(-n3nncc3-c3ccc(OC)c(OC)c3)cc2)cc1OCC
  1	8	-0.1	0.1
29	CC(C)NC(=O)c1ccccc1NC(=O)c1ccc(Cl)cc1
  4	-3	1.3	0.4
30	CC(C)(C)C(=O)NCC1Cc2cc(-c3cnccn3)cc(Cl)c2O1 (stereo not drawn)
  -17	-12	-0.1	0.0

Further records
The line under a structure holds: MITF inh	TEAD-YAP inh	GPR151 ag	FBW7 activator
31	CCC(C)NC(=O)CN(Cc1ccccc1)S(=O)(=O)c1ccc(Br)cc1 (stereo not drawn)
  -2	-21	-0.8	0.1
32	CCn1c(=O)n(CC(=O)N2CCN(c3ccccn3)CC2)c(=O)c2ccccc21
  20	-5	-1.1	0.1
33	CCOc1ccc(C(=O)c2oc3ccccc3c2N)cc1
  -5	-54	-0.5	-0.1
34	Cc1sc2ncnc(SCC(=O)NC(=O)c3cccn3C)c2c1C
  -1	1	-0.9	-0.1
35	COc1ccc(NC(=O)c2ncoc2-c2cccc(F)c2)cc1NC(=O)c1cccs1
  2	5	0.0	-0.1
36	COCCCNC(=O)CCc1c(C)nc2c(c(C)nn2-c2ccc(C)cc2)c1C
  4	-1	0.3	-0.1
37	Cc1ccc2c(c1)N(C(=O)N1CCCC(C(=O)NCc3ccc(F)cc3)C1)CC(C)O2 (stereo not drawn)
  -4	-3	0.1	0.1
38	O=C(c1cccc(F)c1)N1CCN(C2C3CC4CC(C3)CC2C4)CC1 (stereo not drawn)
  -14	-1	0.7	-0.3
39	S=C(NCCc1ccccc1)N1CCN(c2ccccn2)CC1
  5	-12	-0.5	0.1
40	CCCCOc1ccc(OC(=O)c2ccc(-c3ccc(CC)cn3)cc2)cc1
  -1	-3	0.6	-0.2
41	COc1ccc2[nH]cc(CCNS(=O)(=O)Cc3ccccc3)c2c1
  0	16	0.1	0.0
42	CCCCC[C@H](O)/C=C/[C@H]1CCC(=O)[C@@H]1C/C=C\CCCC(=O)O
  -4	/	2.7	/
43	Cn1ncc(C(N)=O)c1Nc1ccnc(Nc2ccc(N3CCOCC3)cc2)c1
  8	-10	-0.1	-0.1
44	Cc1cc(C)c2c(c1)-c1c(ssc1=S)C(C)(C)N2C(=O)C(C)C
  52*	17	-1.3	-0.3
45	O=C(CCl)Nc1cccc(OC(F)F)c1
  -4	19	0.3	-0.1
46	CC(=O)Nc1ccc(CNC2CCN(Cc3ccccc3)CC2)cc1
  79*	11	-0.8	0.2
47	COc1ccc(C(CC(=O)Nc2cccnc2)N2Cc3ccccc3C2=O)cc1 (stereo not drawn)
  -15	-13	-0.2	0.0
48	CCCCCCn1nc(C(=O)Nc2cc(C(N)=O)cc(C(N)=O)c2)c2ccccc2c1=O
  -11	-4	1.9	2.1*
49	COc1ccccc1CN1CCNC(=O)C1CC(=O)N1CCCN(c2ncccn2)CC1 (stereo not drawn)
  15	-7	0.7	0.0
50	O=C(O)CCC(=O)N1CCc2cc(S(=O)(=O)NCc3cccs3)ccc21
  -6	-5	-0.9	-0.2
51	CCOc1ccc(C(C)=O)cc1COc1ccc(-n2cnnn2)cc1
  11	-2	1.6	-0.1
52	COc1ccc(NS(=O)(=O)c2ccc(Cl)cc2)cc1
  13	-7	2.5	1.2
53	COc1ccc(C(=O)CC(Nc2cccc(Cl)c2)c2ccc(Br)cc2)cc1 (stereo not drawn)
  -4	9	2.1	-0.1
54	COC(=O)C(NC(=O)c1ccccc1Cl)(Nc1ccc(OC(F)(F)F)cc1)C(F)(F)F (stereo not drawn)
  11	-9	0.0	-0.1
55	O=C(Nc1ccc(Br)cc1)/C(=C/c1cccc([N+](=O)[O-])c1)NC(=O)c1ccc(F)cc1Cl
  -6	-9	0.7	0.0
56	Cc1ccc(NC(=O)C2C3C=CC4(O3)C2C(=O)N(C2CCCCC2)C4C(=O)NC2CCCCC2)cc1Cl (stereo not drawn)
  2	-7	1.0	-0.2
57	COc1ccc(C2C(=O)N(C3CCCCCC3)CC(=O)N2CCc2ccccc2)cc1OC (stereo not drawn)
  5	-14	0.2	0.1
58	Cc1cccc(C(=O)NNC(=O)/C=C/c2cccc([N+](=O)[O-])c2)c1
  9	6	-0.5	-0.1
59	Cc1ccc2c(c1)c1cccc3c1n2CCN3N=O
  7	-16	-0.8	-0.4
60	COC(=O)c1ccc(COC(=O)CNS(=O)(=O)c2ccc(C)cc2)cc1
  1	-14	-1.2	-0.1

(listing goes on)
The line under a structure holds: MITF inh	TEAD-YAP inh	GPR151 ag	FBW7 activator
61	Cc1ccc(NC(C)C(=O)N/N=C/c2ccccc2F)cc1 (stereo not drawn)
  8	12	0.3	0.0
62	COC(=O)c1sc(NC(=O)CSc2ncccc2-c2nc3ccccc3[nH]2)nc1C
  10	0	1.8	0.0
63	Cc1ccc(C2CC(c3ccc(F)cc3)Nc3nc(N)nn32)cc1 (stereo not drawn)
  15	6	1.0	0.0
64	Cn1c(Nc2nc(NCc3nc4ccccc4[nH]3)c3ncn(-c4ccsc4)c3n2)nc2ccccc21
  12	22	0.2	0.1
65	CSc1n[nH]c(NCc2ccc(C)cc2)n1
  13	-20	-1.1	0.2
66	CC(C)CCSc1nc2c(c(=O)n1Cc1ccco1)C1(CCCCC1)Cc1ccccc1-2
  6	1	16*	-0.9
67	Cc1cc(C)cc(NC(=S)NCCc2ccc(S(N)(=O)=O)cc2)c1
  -23	-7	1.0	-0.1
68	O=C(CCCCC(=O)NC1=NCCS1)NC1=NCCS1
  -3	-4	-0.2	0.0
69	O=C(COC(=O)c1ccccc1Br)c1ccc([N+](=O)[O-])cc1
  11	6	0.5	-0.1
70	O=C(COc1ccccc1C1CC(c2ccccc2)=NN1C(=O)c1ccccc1)NCCO (stereo not drawn)
  12	5	-0.2	0.1
71	Cc1cccc(/C=N/NC(=O)CCc2n[nH]c(=O)[nH]c2=O)c1
  17	3	-0.3	0.1
72	O=C(c1nc2ccccn2c1CNCc1cnn(Cc2ccccc2)c1)N1CCCC1
  -7	-5	0.1	0.1
73	Cc1cc(C)c(-c2csc(NC(=O)c3cccc(Oc4ccccc4)c3)n2)c(C)c1
  -10	-9	0.6	0.0
74	CCC1(C)NC(=O)N(/N=C/c2cc(OC)c(O)c(OC)c2)C1=O (stereo not drawn)
  11	-6	-0.4	0.1
75	Cc1ccc2nc(/C(C#N)=C/c3cccn3-c3ccc(S(N)(=O)=O)cc3)[nH]c2c1
  -2	3	0.8	-0.1
76	O=C(CNC(=O)c1ccc(Cl)cc1)N/N=C/c1ccc(O)c(O)c1
  -19	-12	0.1	0.5
77	CCOC(=O)N1CCN(CC(O)COc2ccc(C3CCCCC3)cc2)CC1 (stereo not drawn)
  16	0	0.7	0.5
78	CCOC(=O)c1c(NC(C)=O)n(CCOC)c2nc3ccccc3nc12
  -5	3	0.7	0.0
79	COC(CNC(=O)c1ccc2c(c1)[nH]c(=S)n1c3ccccc3nc21)OC
  -4	0	-1.8	-0.1
80	O=S(=O)(CCc1ccccc1)Nc1ccc(Cl)c(N2CCCS2(=O)=O)c1
  0	6	0.1	0.1
81	CC1(C)C(C=C(Cl)Cl)C1C(=O)N1CCN(Cc2ccccc2)CC1 (stereo not drawn)
  1	-4	0.7	-0.2
82	Cc1cc2nc3s/c(=C\c4cccc(Cl)c4Cl)c(=O)n3c2cc1C
  4	13	-0.9	0.1
83	COc1ccc(N(CC(=O)NC(C(C)C)C(C)C)S(=O)(=O)c2ccccc2)cc1OC
  18	-9	-1.6	0.1
84	O=C(Nc1cc(Cl)ccc1Cl)c1nc2ncccn2n1
  2	-31	-0.5	0.5
85	O=C1CCCC2=C1C(c1ccccc1F)NC(=S)N2 (stereo not drawn)
  7	20	1.0	-0.1
86	COc1cc(C2C(=O)N(C3CCC(C)CC3)CC(=O)N2CC2COc3ccccc3O2)ccc1OC(C)C (stereo not drawn)
  4	8	-0.3	0.0
87	COCCOC(=O)C1=C(C)OC(N)=C(C#N)C1c1cc2c(C)ccc(C)c2[nH]c1=O (stereo not drawn)
  8	-2	0.2	-0.2
88	COCc1cc(C)nc2sc(C(=O)c3ccc([N+](=O)[O-])cc3)c(N)c12
  3	1	-0.1	-0.3
89	CC(NC1CCN(Cc2ccccc2)CC1)c1ccc(F)cc1 (stereo not drawn)
  -18	4	-0.4	0.0

A second format for six compounds above.
No.	Molecule	MITF inh	TEAD-YAP inh	GPR151 ag	FBW7 activator
75	Cc1ccc2nc(/C(C#N)=C/c3cccn3-c3ccc(S(N)(=O)=O)cc3)[nH]c2c1	-2	3	0.8	-0.1
17	CCOC(=O)C1=C(C)NC2=C(C(=O)CC(C)(C)C2)C1c1cc(Cl)c(O)c(OC)c1 (stereo not drawn)	0&14	9&7	-1.1&-0.2	-0.1&0.4
41	COc1ccc2[nH]cc(CCNS(=O)(=O)Cc3ccccc3)c2c1	0	16	0.1	0.0
18	COc1ccc(/C=N/NC(=O)Cc2ccccc2)c(OC)c1	-1	-17	0.2	0.3
10	O=C1OCCC1Sc1nnc(-c2ccc(Br)cc2)o1 (stereo not drawn)	2	14	-0.9	-0.2
53	COc1ccc(C(=O)CC(Nc2cccc(Cl)c2)c2ccc(Br)cc2)cc1 (stereo not drawn)	-4	9	2.1	-0.1
